# EPAC1 antag: qHTS for Antagonist of cAMP-regulated guanine nucleotide exchange factor 3 (EPAC1): primary screen; 360,000 tested, 0.14% active; EPAC1 GEF assay, Rap1b-BODIPY-GDP exchange fluorescence; AID 720709, 2013; Potency, µM (top dose mostly 115 µM), for inactives: at the highest dose activity change, negative = inhibition, hits mostly inhibitors;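 note: potency is the fitted concentration of half-maximal effect; plate controls were vehicle for no effect and positive control for full effect; nearly all actives have a fitted effect of over 50% in size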
# Mm-Cpn inhibitor: Inhibitors of TCP-1 ring complex (TRiC) of Methanococcus maripaludis (MmCpn): qHTS; Potency, µM (top dose mostly 76.9 µM), without a hit: at the top dose activity, negative = inhibition, hits mostly inhibitors; 330,000 tested, 0.031% active; purified Mm-Cpn ATPase, ADP Transcreener TR-FRET; note: potency is the fitted concentration of half-maximal effect; % is set by controls: 0 for no effect and ±100 for the full control effect; nearly all actives have a fitted effect of over 80% in size
#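 Purified archaeal Mm-CPN (25nM final) preincubated 10 min at 37degC with compound, then 10uM ATP for 30 min at 37degC; ADP measured by HTRF Transcreener TR-FRET; buffer 30 mM TRIS pH 7.4, 100mM KCl, 5mM MgCl2, 1mM DTT.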
# EPAC2 antagonist: qHTS for Antagonist of cAMP-regulated guanine nucleotide exchange factor 2 (EPAC2): primary screen; EPAC2 GEF exchange of Rap1B-BODIPY-GDP, fluorescence; Potency, µM (highest dose often 114 µM), inactives show at the top dose activity, negative = inhibition, most hits filed as inhibitors; 360,000 tested, 0.18% active; AID 720708, 2013; note: potency is the fitted concentration of half-maximal effect; % is set by controls: 0 for no effect and ±100 for the full control effect; nearly all actives have a fitted effect of over 45% in size; many of its hits are not listed in these tables
# PLK1 PBD block: qHTS for Inhibitors of PLK1-PDB (polo-like kinase 1 - polo-box domain): Primary Screen; Plk1 PBD binding of FITC phosphopeptide, fluorescence polarization; Potency, µM, inactives show max response, negative = inhibition, usual class: inhibitors; 360,000 tested, 2.8% active; note: potency is the fitted concentration of half-maximal effect; series mostly up to about 57 µM; % is set by controls: 0 for no effect and ±100 for the full control effect; nearly all actives have a fitted effect of over 65% in size
# CCT modulator: High-Throughput Screening for Modulators of Cytosolic Chaperonin Activity; activity change, % (no concentration beside the values), hits read low; 360,000 tested, 0.3% active; purified chaperonin ATPase assay, HTRF ADP detection, 30 min; in the data active = activity change below about -30%; note: % is set by controls: 0 for no effect and ±100 for the full control effect
#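 Nucleotide hydrolysis assay: TRiC at 20–40 nM final (set by batch activity) with 10 uM ATP, 30 min at 37 °C, in presence of 76 uM compound. Detection by competitive ADP HTRF, 30 min ambient.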
# EPAC1 agonist: qHTS for Agonist of cAMP-regulated guanine nucleotide exchange factor 3 (EPAC1): primary screen; Rap guanine nucleotide exchange factor 3 (Homo sapiens), O95398; EPAC1 agonist qHTS, biochemical assay; response scale: 100% = response to 6.5 mM cAMP; Potency, µM (highest dose often 154 µM), inactives show at the top dose activation, most hits filed as activators; 360,000 tested, 0.073% active; AID 720707, 2013; note: potency is the fitted concentration of half-maximal effect; nearly all actives have a fitted effect of over 60% in size
#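 Normalized to 6.5 mM cAMP, activity reflects EPAC1-catalysed release of BODIPY-GDP from Rap1B, followed kinetically over 30 min at 480 nm excitation, 540 nm emission. Reaction contained 100 nM EPAC1, 250 nM Rap1B-BODIPY-GDP, 50 uM GDP.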
# PI5P4Ka inh: qHTS for Inhibitors of phosphatidylinositol 5-phosphate 4-kinase (PI5P4K); AID 652105, 2013; PI5P4Kalpha enzyme, ADP-Glo luminescence, 60 min; active compounds read low; 330,000 tested, 1.2% active; Phosphatidylinositol 5-phosphate 4-kinase type-2 alpha (Homo sapiens), P48426; max response, %; active = max response of -50% or lower; inconclusive = between -30% and -50%; inactive = -30% or higher; note: value at the top dose of about 77 µM; % is set by controls: 0 for no effect and ±100 for the full control effect
#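 PI5P4Kalpha ADP-Glo assay; 5 microM ATP final; 60 min RT reaction; HEPES pH 7.4/EGTA/CHAPS, 5% DMSO; controls lacking substrate or enzyme; luminescent end-point.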
# WRN inhibitor: qHTS for Inhibitors of WRN Helicase | Bifunctional 3'-5' exonuclease/ATP-dependent helicase WRN (Homo sapiens), Q14191 | Potency, µM (titrated, usually from 114 µM), for inactives: at the top dose activity change, negative = inhibition, most hits filed as inhibitors | 360,000 tested, 0.46% active | WRN helicase unwinding, fluorescent forked duplex, kinetic; note: potency is the fitted concentration of half-maximal effect; % is set by controls: 0 for no effect and ±100 for the full control effect; nearly all actives have a fitted effect of over 55% in size
# Target sequence (Q14191 whole entry, looked up): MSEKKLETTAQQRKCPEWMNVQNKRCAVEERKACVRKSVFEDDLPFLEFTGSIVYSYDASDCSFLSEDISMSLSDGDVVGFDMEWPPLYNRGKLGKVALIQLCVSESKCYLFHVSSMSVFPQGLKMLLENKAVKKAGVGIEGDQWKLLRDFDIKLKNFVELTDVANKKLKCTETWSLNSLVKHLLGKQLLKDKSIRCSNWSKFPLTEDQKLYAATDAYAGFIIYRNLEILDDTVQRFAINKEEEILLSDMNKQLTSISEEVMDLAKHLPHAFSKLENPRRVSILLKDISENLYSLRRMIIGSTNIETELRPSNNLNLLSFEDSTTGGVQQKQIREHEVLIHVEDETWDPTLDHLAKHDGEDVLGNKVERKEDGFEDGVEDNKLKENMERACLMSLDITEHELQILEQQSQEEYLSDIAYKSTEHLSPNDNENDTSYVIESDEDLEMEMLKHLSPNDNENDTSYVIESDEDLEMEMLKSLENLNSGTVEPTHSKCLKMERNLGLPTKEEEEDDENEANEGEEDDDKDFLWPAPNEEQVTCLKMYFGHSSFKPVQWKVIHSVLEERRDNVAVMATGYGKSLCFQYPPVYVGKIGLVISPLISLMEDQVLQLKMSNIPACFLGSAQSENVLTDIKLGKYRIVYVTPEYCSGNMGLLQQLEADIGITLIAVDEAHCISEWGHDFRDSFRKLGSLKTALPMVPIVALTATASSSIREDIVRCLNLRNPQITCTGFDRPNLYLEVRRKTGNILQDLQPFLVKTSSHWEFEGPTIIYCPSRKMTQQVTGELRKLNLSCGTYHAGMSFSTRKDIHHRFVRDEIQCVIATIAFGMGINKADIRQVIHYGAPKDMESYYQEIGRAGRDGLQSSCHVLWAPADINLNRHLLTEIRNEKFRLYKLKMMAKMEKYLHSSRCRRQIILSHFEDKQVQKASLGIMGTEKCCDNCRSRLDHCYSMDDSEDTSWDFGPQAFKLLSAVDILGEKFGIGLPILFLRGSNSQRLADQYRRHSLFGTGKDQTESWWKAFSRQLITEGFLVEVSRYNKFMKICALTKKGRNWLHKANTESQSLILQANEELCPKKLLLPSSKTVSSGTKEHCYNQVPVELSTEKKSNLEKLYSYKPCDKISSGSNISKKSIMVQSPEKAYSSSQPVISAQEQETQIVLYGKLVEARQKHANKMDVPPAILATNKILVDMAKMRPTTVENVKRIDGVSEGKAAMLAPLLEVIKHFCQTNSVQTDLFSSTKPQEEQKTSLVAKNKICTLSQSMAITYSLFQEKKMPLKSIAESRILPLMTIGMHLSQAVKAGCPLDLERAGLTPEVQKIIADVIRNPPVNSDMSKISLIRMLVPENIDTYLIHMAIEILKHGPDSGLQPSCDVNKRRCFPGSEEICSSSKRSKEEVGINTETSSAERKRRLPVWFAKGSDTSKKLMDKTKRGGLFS
#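 Screening of the MLSMR collection measured strand separation of a quenched forked DNA duplex (100 nM) by 20 nM WRN with 2 mM ATP, all final. Compounds were preincubated with enzyme 15 min at room temperature.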
# * = called active by the depositor; u = inconclusive; x = no result given; [ ] = another dose, or the depositor's remark. Unless noted, calls come from the whole dose curve; as a rule, active = well fitted curve in the direction sought with a large enough effect; inconclusive = small, poorly fitted or top-dose-only effect, or another doubt; inactive = no such curve, though single readings can be large; an effect the other way counts as inactive or inconclusive. This is a subset. The share of hits here may be higher or lower than overall.
cpd | Compound | EPAC1 agonist | EPAC1 antag | Mm-Cpn inhibitor | PLK1 PBD block
1 | O=C(O)C(O)c1ccco1 (stereo not given) | -4.5% | -11.0% | -0.9% | 26.7µM*
2 | CCOc1ccccc1NC(=O)CSc1nnc(CCC(=O)Nc2ccccc2F)n1C | 10.5% | 16.6% | -0.4% | -1.3%
3 | Cc1[nH]n(-c2ncc(-c3ccc(Cl)cc3)s2)c(=O)c1C(c1ccc(Cl)cc1)C(C#N)C#N (stereo not given) | 0.0% | 39.8µM* | -0.5% | 9.47µM*
4 | COc1ccc(N=C(N)N=C(N)N)c(OC)c1 | 1.6% | 14.1% | 1.5% | -2.1%
5 | Cc1ccc(C(=O)NCCCN2CCOCC2)cc1Cl | 6.0% | -0.2% | -0.3% | -0.9%
6 | COc1ccc(-c2csc(N)n2)cc1F | 3.2% | 6.1% | -2.1% | -1.8%
7 | Cc1nn(CCOc2cccc(Cl)c2)c(C)c1[N+](=O)[O-] | -2.1% | -27.4% | 0.9% | -7.6%
8 | Cc1noc(C)c1S(=O)(=O)NC1CCCc2ccccc21 (stereo not given) | 0.5% | -0.9% | 1.7% | -7.8%
9 | CSCC[C@H](NC(=O)[C@H](Cc1ccccc1)n1c(=O)[nH]c2ccccc2c1=O)C(=O)N1CCC(C(=O)O)CC1 | -14.6% | 7.6% | -1.6% | 5.0%
10 | CN1C(=O)C(C)(C)c2cc(S(=O)(=O)NCC3CCC(C(=O)NC4CCCCC4)CC3)ccc21 (stereo not given) | 4.5% | 1.9% | -25.0% | 2.9%
11 | CC1(C(=O)OCc2cc(=O)n3cc(Br)ccc3n2)CC1(Cl)Cl (stereo not given) | -2.7% | 4.1% | -6.4% | -11.0%
12 | CCOC(=O)N1CCC(NC(=O)c2ccc(CS(=O)(=O)c3ccc(OC)cc3)o2)CC1 | -10.7% | -16.8% | -1.2% | -8.2%
13 | CSCCC(NS(=O)(=O)c1cccc(C(F)(F)F)c1)C(=O)N(C)Cc1ccc2c(c1)OCCO2 (stereo not given) | -1.4% | -16.1% | 1.2% | -5.7%
14 | COc1cccc(C(=O)Nc2ccc(NC(C)=O)cc2)c1 | 7.6% | -6.9% | -0.1% | 2.4%
15 | CC1CN(C(=S)Nc2ccccc2)C(C)CN1C=O (stereo not given) | -0.5% | -4.6% | x | 0.6%

cpd | EPAC2 antagonist | CCT modulator | WRN inhibitor | PI5P4Ka inh
1 | 25.2% | 1.6 | 50.1µM* | -60.3*
2 | -6.1% | -1.6 | u | -4.1
3 | -14.6% | 0.4 | u | -69.6*
4 | 28.6% | -0.7 | 1.1% | 4.4
5 | 5.4% | -0.1 | -2.2% | 9.0
6 | -2.7% | 1.2 | 9.2% | -2.9
7 | 6.1% | -0.9 | -3.1% | 8.5
8 | -2.0% | 2.6 | -2.6% | -2.4
9 | 16.7% | -3.7 | 3.3% | 0.0
10 | 6.2% | -2.0 | -1.1% | 0.6
11 | 0.2% | -0.8 | 7.0% | 0.4
12 | 6.9% | 2.0 | -11.7% | -3.0
13 | -4.9% | -2.7 | -2.0% | 2.4
14 | 1.0% | 0.1 | 1.0% | x
15 | 7.1% | -2.5 | 3.8% | 4.6

# An excerpt taken from the entries so far, for reference:
cpd | Compound | EPAC1 agonist | EPAC1 antag | Mm-Cpn inhibitor | PLK1 PBD block
8 | Cc1noc(C)c1S(=O)(=O)NC1CCCc2ccccc21 (stereo not given) | 0.5% | -0.9% | 1.7% | -7.8%
9 | CSCC[C@H](NC(=O)[C@H](Cc1ccccc1)n1c(=O)[nH]c2ccccc2c1=O)C(=O)N1CCC(C(=O)O)CC1 | -14.6% | 7.6% | -1.6% | 5.0%
10 | CN1C(=O)C(C)(C)c2cc(S(=O)(=O)NCC3CCC(C(=O)NC4CCCCC4)CC3)ccc21 (stereo not given) | 4.5% | 1.9% | -25.0% | 2.9%
11 | CC1(C(=O)OCc2cc(=O)n3cc(Br)ccc3n2)CC1(Cl)Cl (stereo not given) | -2.7% | 4.1% | -6.4% | -11.0%
12 | CCOC(=O)N1CCC(NC(=O)c2ccc(CS(=O)(=O)c3ccc(OC)cc3)o2)CC1 | -10.7% | -16.8% | -1.2% | -8.2%
13 | CSCCC(NS(=O)(=O)c1cccc(C(F)(F)F)c1)C(=O)N(C)Cc1ccc2c(c1)OCCO2 (stereo not given) | -1.4% | -16.1% | 1.2% | -5.7%
14 | COc1cccc(C(=O)Nc2ccc(NC(C)=O)cc2)c1 | 7.6% | -6.9% | -0.1% | 2.4%
15 | CC1CN(C(=S)Nc2ccccc2)C(C)CN1C=O (stereo not given) | -0.5% | -4.6% | x | 0.6%

cpd | EPAC2 antagonist | CCT modulator | WRN inhibitor | PI5P4Ka inh
8 | -2.0% | 2.6 | -2.6% | -2.4
9 | 16.7% | -3.7 | 3.3% | 0.0
10 | 6.2% | -2.0 | -1.1% | 0.6
11 | 0.2% | -0.8 | 7.0% | 0.4
12 | 6.9% | 2.0 | -11.7% | -3.0
13 | -4.9% | -2.7 | -2.0% | 2.4
14 | 1.0% | 0.1 | 1.0% | x
15 | 7.1% | -2.5 | 3.8% | 4.6

# Additional compounds
cpd | Compound | EPAC1 agonist | EPAC1 antag | Mm-Cpn inhibitor | PLK1 PBD block
16 | Cc1cccc(C(=O)N2CCCC(N3CCN(Cc4ccc5c(c4)OCO5)CC3)C2)n1 (stereo not given) | 0.4% | -6.8% | 2.0% | -21.0%
17 | CCn1c(SCC(=O)N2CCOCC2)nnc1-c1ccco1 | 6.7% | 5.0% | 2.2% | -1.6%
18 | O=c1[nH]c2ccccc2n1Cc1ccc(Cl)cc1 | -1.6% | 10.3% | 1.2% | -1.7%
19 | O=C1Nc2ccccc2N(O)N1c1ccc(S(=O)(=O)N2CCOCC2)cc1 | 7.2% | 4.6% | 2.4% | -20.6%
20 | Cc1ccccc1NC(=S)NCc1ccc2c(c1)cc(C)n2C | 1.3% | 1.7% | -25.1% | -6.3%
21 | Cc1ccc(S(=O)(=O)NCc2cccnc2)cc1C(=O)N1CCCC1 | 4.9% | 5.8% | 0.2% | 2.7%
22 | CCCCN(C)CCCNC(=O)C1CC(=O)N(Cc2ccc(OC)cc2)C1 (stereo not given) | -1.8% | -3.0% | x | -6.9%
23 | Cn1nc(C(=O)Nc2ccc(S(=O)(=O)NCc3ccco3)cc2)c2ccccc2c1=O | 3.2% | -18.0% | 2.3% | u
24 | Cn1c(=O)n(Cc2ccccc2)c2ccccc21 | -3.0% | 6.9% | 3.1% | 0.8%

cpd | EPAC2 antagonist | CCT modulator | WRN inhibitor | PI5P4Ka inh
16 | 1.3% | -0.6 | 9.0% | -0.8
17 | 2.6% | 0.7 | 3.8% | 1.9
18 | -2.6%[57.1 µM] | -2.2 | 0.2% | -10.1
19 | 0.9% | 0.7 | -18.4% | -1.5
20 | 17.0% | -1.5 | -4.9% | -0.8
21 | 3.4% | 1.3 | 8.0% | 4.2
22 | 3.6% | 2.2 | -8.0% | 7.7
23 | -0.5% | -0.2 | 9.9% | -3.6
24 | 4.7% | -3.9 | -3.4% | x

# High-throughput results: PubChem, National Center for Advancing Translational Sciences (NCATS)
